# KCNQ2 block = KCNQ2 potassium channel inhibitors, primary screen, cell-based, CHO-K1, FluxOR thallium flux, B-score (AID 2156); B-score at 10 µM; O88943; 310,000 tested, 1.1% active; 20 min; stronger effect = lower value;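 active = fluorescence ratio B-score at most minus 3 library SDs, with starting brightness B-score within 2 library SDs, cut at about -5.5 in these data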
# Kir21 inh = blocks the mouse Kir2.1 inward-rectifier potassium channel; P35561; HEK293-Kir2.1, FluxOR thallium flux fluorescence; stronger effect = lower value; B-score at 10 µM; 310,000 tested, 0.85% active; AID 1672;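 active = fluorescence ratio B-score at or below minus 3 SD of library scores, with starting-brightness B-score within 2 SD, cut at about -4.2 in these data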;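 also: channel flux triggered by added potassium and thallium sulfate stimulus; B-score of peak minus minimum fluorescence over baseline after thallium stimulus; more negative B-score means stronger Kir2.1 block with less thallium influx; some compounds called inactive have numbers as strong as hits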
# Target sequence (P35561 whole entry, looked up): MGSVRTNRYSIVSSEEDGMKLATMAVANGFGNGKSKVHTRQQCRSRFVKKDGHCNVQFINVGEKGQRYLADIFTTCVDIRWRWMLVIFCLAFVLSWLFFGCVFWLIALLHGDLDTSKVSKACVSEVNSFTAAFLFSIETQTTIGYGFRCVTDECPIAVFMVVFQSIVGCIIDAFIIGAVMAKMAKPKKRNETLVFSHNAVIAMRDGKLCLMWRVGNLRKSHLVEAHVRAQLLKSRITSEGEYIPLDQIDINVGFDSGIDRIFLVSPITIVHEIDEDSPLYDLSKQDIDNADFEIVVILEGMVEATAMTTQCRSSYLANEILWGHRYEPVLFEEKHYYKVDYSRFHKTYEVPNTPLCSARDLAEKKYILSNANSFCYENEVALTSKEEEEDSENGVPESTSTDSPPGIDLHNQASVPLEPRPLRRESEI
# * hit, by the source's call; i = inactive.
KCNQ2 block	Kir21 inh	canonical_smiles
i	-1	CC1=NOC(=O)/C1=C\c1ccc(-c2ccc(Cl)c(C(=O)O)c2)o1
i	-0.02	O=C(NCc1ccccn1)C1CN(S(=O)(=O)c2ccccc2)CCN1S(=O)(=O)c1ccccc1 (stereo unspecified)
i	2.1	CCN(C(=O)COC(=O)c1cc(-c2cccs2)nc2ccccc12)C1CCS(=O)(=O)C1 (stereo unspecified)
i	-0.76	COc1ccc(CCNC(=O)CSCc2ccc([N+](=O)[O-])cc2)cc1OC
i	-0.02	N#Cc1ccsc1NC(=O)CSc1nnnn1-c1ccc(O)cc1
i	-0.09	CN(C)c1cccc(C(=O)N/N=C/c2ccccc2F)c1
i	1.1	O=C(c1cc(-c2ccccn2)nc2ccccc12)N1CCN(c2ncccn2)CC1
i	3.2	COc1ccccc1/C=N/NC(=S)Nc1cccnc1
i	-1.4	O=C(Nc1nc2ccccc2c2nc3ccccc3n12)c1ccc(F)cc1
i	0.23	COCC(=O)Nc1ccc(S(=O)(=O)Nc2ccccn2)cc1
i	2.7	O=C(Nc1ccccc1C(=O)O)c1cccc(S(=O)(=O)Nc2ccc(Br)cc2)c1
i	1.3	Nc1ccc(-c2nnnn2-c2ccc(N)cc2)cc1

KCNQ2 block	Kir21 inh	canonical_smiles
i	1.3	CN(C)c1nc(Nc2ccc(Cl)c(Cl)c2)nc(N(C)C)n1
i	-1.1	CCOc1ccc(C(=O)c2nc3c(n2O)CCCCC3)cc1
i	-0.14	CC(C)Cc1nc2sc3c(=O)[nH]cnc3c2c2c1CCC2
i	1	O=C(NCCN1CCOCC1)[C@H](Cc1ccccc1)N1C(=O)c2ccccc2C1=O
i	1.7	CCn1c(CNC(=O)C23CC4CC(CC(C4)C2)C3)nnc1SC
i	-0.1	CC1(OC(=O)c2ccco2)C(=O)C=C2C=C(C3CC3)OC=C2C1=O (stereo unspecified)
i	-0.54	COc1ccc(N2CCN(C(=O)c3oc4ccccc4c3NC(=O)CCc3cc(OC)no3)CC2)cc1
i	2.2	Cc1nn(-c2ccccc2)nc1C(=O)Nc1ccc2[nH]ncc2c1
i	0.6	FC(F)Oc1ccccc1C1CC(c2ccc(Br)s2)Nc2ncnn21 (stereo unspecified)
i	0.17	O=C(/C=C/c1ccco1)NC(=S)Nc1ccccc1
i	1	CC1(C)c2[nH]c3ccccc3c2C[C@H]2C(=O)N(Cc3ccc(F)cc3)C(=O)N21
i	0.07	O=C(CNC(=O)c1ccc(=O)[nH]c1)Nc1ccc(F)c(F)c1

# Whole records from above. Order of screens: KCNQ2 block | Kir21 inh
# Results for FC(F)Oc1ccccc1C1CC(c2ccc(Br)s2)Nc2ncnn21 (stereo unspecified) : i | 0.6
# Results for O=C(/C=C/c1ccco1)NC(=S)Nc1ccccc1 : i | 0.17
# Results for CC1(C)c2[nH]c3ccccc3c2C[C@H]2C(=O)N(Cc3ccc(F)cc3)C(=O)N21 : i | 1
# Results for O=C(NCCN1CCOCC1)[C@H](Cc1ccccc1)N1C(=O)c2ccccc2C1=O : i | 1
# Results for CN(C)c1nc(Nc2ccc(Cl)c(Cl)c2)nc(N(C)C)n1 : i | 1.3

# (list continues)
KCNQ2 block	Kir21 inh	canonical_smiles
i	0.07	Cc1cccc(C)c1NC(=O)Cn1cc(C=O)c2ccccc21
i	-0.23	O=C(Cn1c(NCCCO)nc2ccccc21)c1ccco1
i	0.04	Cc1ccc(/C(=N\O)c2oc3c(C)c4oc(=O)cc(C)c4cc3c2C)cc1
i	0.01	O=S(=O)(c1cc(O)ccc1O)c1cccc2c(S(=O)(=O)c3cc(O)ccc3O)cccc12
i	-1.2	CC1C(=O)Nc2ccc(S(=O)(=O)NCc3ccc(Cl)cc3)cc2NC1=O (stereo unspecified)
i	1.5	COc1ccc(CNC(=O)CN(C(=O)c2snc(C(N)=O)c2N)c2cccc(F)c2)cc1
i	-1.6	COc1ccccc1NC(=S)NC(=O)Cc1ccccc1
i	-0.83	COc1cc(/C=N/NC(=O)CNc2n[nH]c(=O)[nH]c2=O)ccc1O
i	1.1	Cc1n[nH]c(=O)c2c(NC(=O)CSc3ccccc3Cl)oc(C)c12
i	-0.57	O=C(COc1ccc(S(=O)(=O)NC2CCCC2)cc1)N1CCCCC1
i	-0.11	O=C(C1CCCN(Cc2nc(-c3cccs3)no2)C1)N1CCOCC1 (stereo unspecified)
i	0.01	Cc1ccc(OCc2nnc(SCC(=O)O)n2N)cc1

KCNQ2 block	Kir21 inh	canonical_smiles
i	0.17	Cc1ccc(/C=N/n2c(-c3ccc(Cl)cc3)n[nH]c2=S)o1
i	0.58	Cc1cc(C)cc(N(C(=O)c2snc(C(N)=O)c2N)C(C(=O)NCC2CCCO2)c2ccc(C)o2)c1 (stereo unspecified)
i	-0.44	CCCCOc1ccc(C(C)NC(=O)CCS(=O)(=O)Cc2ccc(Cl)cc2)cc1 (stereo unspecified)
i	0.57	CC(C)(C)C(=O)/C(=C/c1ccncc1)n1cncn1
i	0.37	Cc1ccc(-c2nc3ncccc3o2)cc1NC(=O)COc1ccccc1
i	-0.8	CCOC(=O)CNC(=O)CSc1nc2cccnc2n1CC
i	1.6	CC1(c2ccccc2)NC(=O)N(CC(=O)Nc2ccc(S(N)(=O)=O)cc2)C1=O (stereo unspecified)
i	1.3	COCCn1c(SCC(=O)N2CCCc3ccccc32)nnc1-c1ccoc1C
i	-0.69	CCc1nnc(NS(=O)(=O)c2ccc(NC(=O)c3cccc(OC(F)(F)C(F)F)c3)cc2)s1
i	1.3	c1ccc2c(c1)NC(CN1CCOCC1)CO2 (stereo unspecified)
i	-0.01	COc1ccc2cc(C(=O)C3CCCN(Cc4ccccn4)C3)ccc2c1 (stereo unspecified)
i	0.83	Cc1nc2ncnn2c(C)c1CCC(=O)O

KCNQ2 block	Kir21 inh	canonical_smiles
i	0.43	Cc1cccc(-c2cc3c(nn2)-c2ccccc2C3=O)c1
i	-0.53	CCOc1cc(C2C3=C(CC(C)(C)CC3=O)N(CCOC)C3=C2C(=O)CC(C)(C)C3)ccc1O
i	-0.02	COc1ccc(Cl)cc1C(=O)Nc1ccc2nc3n(c(=O)c2c1)CCCC3
i	-2.4	COc1ccccc1/C=C1\SC(=S)N(CCC(=O)NC2=NCCS2)C1=O
i	-0.33	Cc1nc2scc(C)n2c(=O)c1S(=O)(=O)Nc1ccc(N2CCN(C(=O)C(C)C)CC2)cc1
i	1.6	C=CCN(Cc1nc(-c2cc(OC)ccc2OC)oc1C)C1CCS(=O)(=O)C1 (stereo unspecified)
i	-0.49	O=C(CSc1cccc2cccnc12)Nc1ccccc1F
i	0.17	Cc1ccc(N(C)S(=O)(=O)c2nnc(NC(=O)c3ccco3)s2)cc1
i	-0.67	O=C(NC1CCCCCCC1)C1c2ccccc2C(=O)N1Cc1ccco1 (stereo unspecified)
i	0.09	NCCc1nnc(SCc2ccccc2)o1
i	0.39	CN(CC(=O)NNC(=O)c1cccnc1)S(=O)(=O)c1cc(Cl)ccc1Cl
i	-5.2*	Cc1cc(S(=O)(=O)Nc2ccc3cn[nH]c3c2)c(C)cc1Cl

KCNQ2 block	Kir21 inh	canonical_smiles
i	1.3	C=CCOc1c(Br)cc(/C=N/NC(=O)Cc2ccc(C(F)(F)F)cc2[N+](=O)[O-])cc1OC
i	-2.2	Cc1ccc(OCCn2c(CCCO)nc3ccccc32)cc1
i	2.5	Cc1ccc(NC(=O)Cn2c(=O)c(C)nc3ccccc32)cc1
i	1.7	CCC(C)CNC(=O)c1cccc(OC2CCN(CC(C)(C)C)CC2)c1 (stereo unspecified)
i	0.03	COC(=O)c1ccc(Oc2c(Cl)cccc2[N+](=O)[O-])cc1
i	-0.39	O=c1c2oc3ccccc3c2ncn1Cc1cccc(Cl)c1
i	-1.3	CCCCn1c(N)c(N(CCC(C)C)C(=O)C2CC(=O)N(c3ccccc3OCC)C2)c(=O)[nH]c1=O (stereo unspecified)
i	-0.86	COCCCNC(=O)CCn1c(=O)c2ccccc2n(CC(=O)NCCc2ccc(OC)c(OC)c2)c1=O
i	-0.07	CCN(CC)S(=O)(=O)N1CCC(C(=O)NC(C)CCc2ccccc2)CC1 (stereo unspecified)
i	-0.24	Cc1ccc(S(=O)(=O)NCC(=O)N2CCC(C)CC2)cc1
i	0.17	CCC(C)(C)NC(=O)CN(C(=O)c1ccc(N2CCCC2)nc1)c1ccc(F)cc1
i	0.78	CC1=NN(C(=O)c2ccc(Cn3nc(C)c([N+](=O)[O-])c3C)cc2)C(O)(C(F)(F)F)C1 (stereo unspecified)

# Individual results from the entries so far:
# For Kir21 inh, `Cc1ccc(OCCn2c(CCCO)nc3ccccc32)cc1` reads -2.2
# For Kir21 inh, `O=c1c2oc3ccccc3c2ncn1Cc1cccc(Cl)c1` reads -0.39
# For Kir21 inh, `Cc1ccc(S(=O)(=O)NCC(=O)N2CCC(C)CC2)cc1` reads -0.24

# Going on with the list.
KCNQ2 block	Kir21 inh	canonical_smiles
i	-0.02	O=C(O)COn1c(-c2ccccc2)nc2ccc(Cl)cc21
i	-0.06	Cc1nnc(N/N=C/c2cccc(OCc3ccc(Cl)c(Cl)c3)c2)n1N
i	0.13	Cc1cc(C(=O)OCC(=O)Nc2ccc(F)c(F)c2F)c(C)o1
i	1.2	CCN(CC)CCN(C(=O)c1ccc(S(=O)(=O)N2CCCC2)cc1)c1nc2cc(C)cc(C)c2s1
i	-0.94	CCOc1nc(Nc2ccccc2F)nc(OCC)n1
i	1.2	CC1CCN(c2nc3ccccn3c(=O)c2C=O)CC1
i	0.54	CC(C)OCCCNC(=O)CN1C(=O)CC(C)(C)S(=O)(=O)c2ccccc21
i	1.5	CCC(=O)N1CCc2cc(S(=O)(=O)CCC(=O)Nc3cccc(F)c3)ccc21
i	-0.87	CC(C)CNC(=O)c1cccc(NC(=O)Cc2ccc(Br)cc2)c1
i	0	Cc1ccc(OCCNC(=O)Cn2cnc3c(=O)n(C)c(=O)n(C)c32)cc1C
i	-0.01	CS(=O)(=O)N(CC(=O)N1CCC(C(N)=O)CC1)Cc1ccc(Cl)c(Cl)c1
i	-0.81	CCOc1ccccc1OCc1nn2c(COc3ccccc3)nnc2s1

# Retrieved by structure from the entries so far (2):
KCNQ2 block	Kir21 inh	canonical_smiles
i	-0.06	Cc1nnc(N/N=C/c2cccc(OCc3ccc(Cl)c(Cl)c3)c2)n1N
i	0.13	Cc1cc(C(=O)OCC(=O)Nc2ccc(F)c(F)c2F)c(C)o1

# (cont.)
KCNQ2 block	Kir21 inh	canonical_smiles
i	-1.7	O=C(c1ccccc1)N1CCCC(C(=O)N2CCCCC2)C1 (stereo unspecified)
i	-5.4*	COCCOC(=O)/C(=C\c1cc(C(C)(C)C)c(O)c(C(C)(C)C)c1)C(C)=O
i	1.7	COC(=O)COc1ccc(-c2nn(C)c(=O)c3ccccc23)cc1
i	-1.7	O=C(c1ccc(CS(=O)(=O)Cc2ccc(Cl)cc2)o1)N1CCCC1
i	0.48	O=C(C[n+]1cccc2ccccc21)c1ccccc1
i	1.1	Cc1cccc(NC(=O)NNC(=O)CCc2ccccc2)c1
i	2.3	Cc1cccc(CC(=O)Nc2ccc(C(=O)N3CCOCC3)cc2)c1
i	-0.31	COP(=O)(OC)c1nc(-c2cccc3ccccc23)oc1N1CCCCC1
i	-0.67	CCOC(=O)C1CSC(CC(=O)Nc2ccc(OC(F)(F)F)cc2)C(=O)N1 (stereo unspecified)
i	-1.2	NC(=O)C1CCN(C(c2ccccc2Cl)c2nnnn2Cc2ccc3c(c2)OCO3)CC1 (stereo unspecified)
i	-0.82	CCc1noc(C)c1C(=O)N1CCN(S(=O)(=O)c2ccc(C)cc2C)CC1
i	1.1	CCCCOc1ccc(C(=O)N(CC)CC(=O)NCc2cccs2)cc1

KCNQ2 block	Kir21 inh	canonical_smiles
i	0	CCCC[C@@H]1CN=C(N)N1CCCC
i	-1.1	Cc1ccc(-n2ncc3c(SCC(=O)Nc4cc(C)on4)ncnc32)c(C)c1
i	0.18	CCn1c(CSc2nc3ccccc3s2)nnc1SCC(=O)c1ccc2c(c1)OCCO2
i	-1.2	COc1cccc(/C=C/c2nc(C#N)c(NCC(C)C)o2)c1
i	-0.45	CCc1c(C)nc2c(C)cccc2c1SCCC#N
i	-2.3	COc1ccccc1CCNC(=O)C(=O)Nc1cc2c3c(c1)CC(=O)N3CCC2
i	1.4	CCCCC(=O)N/N=C/c1ccc(-c2ccc([N+](=O)[O-])cc2)o1
i	-0.25	CCC(=O)N1CCc2cc(S(=O)(=O)NCCc3ccc(S(N)(=O)=O)cc3)ccc21
i	1.3	COc1cc2c(cc1OC)CN(C(=O)C(CCSC)NS(=O)(=O)c1ccc(C)cc1)CC2 (stereo unspecified)
i	-0.33	NS(=O)(=O)c1cccc(NC(=S)NCc2ccccc2)c1
i	0.27	COc1cc(/C=N/NC(=O)c2cnn3c(C)cc(-c4ccccc4)nc23)ccc1O
i	-0.51	Cc1ccccc1C(=O)Nc1ccc(-c2nc3ccc(C(=O)c4ccccc4)cc3[nH]2)cc1

KCNQ2 block	Kir21 inh	canonical_smiles
i	1.3	COc1cc2c(cc1/C=C/C(=O)O)OC(C)C2 (stereo unspecified)
i	-0.02	Cc1sc2nc(C(C)(C)C)oc(=O)c2c1C
i	0.11	CC(C)COc1ccc(C(=O)Nc2ccccc2[N+](=O)[O-])cc1
i	-0.83	COc1ccc(CNC(=O)CCS(=O)(=O)Cc2ccc(C)cc2)c(OC)c1
i	0.9	O=C(Cn1cnc2cc([N+](=O)[O-])ccc2c1=O)N(Cc1ccccc1)C1CCS(=O)(=O)C1 (stereo unspecified)
i	-0.52	O=C(CNC(=O)c1ccccc1)N/N=C/c1ccccc1Cl
i	-0.21	CNC(=O)C(Sc1ccccc1)c1ccccc1 (stereo unspecified)
i	-0.57	Cc1ccc(C2=NOC3(CC(=O)N(c4ccc(C)cc4)C3=O)C2)cc1 (stereo unspecified)
i	-0.86	CC(NC(=O)CSc1ncccn1)c1ccccc1 (stereo unspecified)
i	-0.28	c1ccc(N2CCN(c3nc4ccccc4[nH]3)CC2)nc1
i	0.04	O=C(NC(=O)c1ccncc1)NC(c1ccccc1)c1ccccc1

# The order is random (roughly 1.8% active in at least one column).
